Screens (PubChem)
NOD1 inhibition – NOD1 signaling inhibitors, primary screen, cell-based, luminescence, uHTS (AID 1578) | NOD1-driven NF-kB luciferase reporter cells, luminescence; higher % means a stronger effect | inhibition, % at 4 µM; hits with a dose series show EC50 in µM | hit rate 1% among 290,000; in the data active = inhibition mostly above about 36%, no sharp cut-off; inactive = mostly below about 34%;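 note: HEK-293T reporter cells stimulated with the NOD1 agonist gamma-tri-DAP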
TNAP activation fold – human TNAP enzyme activators, primary screen, biochemical, luminescent, no phosphate acceptor, uHTS (AID 1001) | activation fold at 20 µM; hits with a dose series show EC50 in µM | Alkaline phosphatase, tissue-nonspecific isozyme (Homo sapiens) | hit rate 0.03% among 200,000 | purified TNAP, luminescent activation assay, no phosphate acceptor; higher activation fold means a stronger effect; in the data active = activation fold from about 3, or a potency from the dose series; inactive = the rest, 99 in 100 with activation fold below about 1.6; note: many of its hits are not listed in these tables
HEK293 NOD2/NF-kB – NOD2 signaling inhibitors, cell-based, luminescence, uHTS, HEK293 (AID 1566); HEK293 NOD2/NF-kB luciferase reporter, luminescence; higher % means a stronger effect; inhibition, % at 4 µM, or EC50 in µM where a hit was titrated; hit rate 0.63% among 290,000; note: many of its hits are not listed in these tables
GPR55 beta-arrestin – GPR55 agonists via beta-arrestin recruitment, primary screen, imaging, U2OS cells, beta-arrestin-GFP redistribution (AID 1961); G-protein coupled receptor 55 (Homo sapiens); U2OS GPR55 beta-arrestin-GFP redistribution imaging; higher % means a stronger effect; activation, % at 10 µM, or EC50 in µM where a hit was titrated; hit rate 0.048% among 290,000;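 active = activation above 40% with more than 50 cells counted in the well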;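 note: U2OS osteosarcoma cells stably expressing GPR55 and beta-arrestin-GFP; plate controls were DMSO negative control for no effect and LPI positive control for full effect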
NTR1 agonist – agonists of NTR1, primary screen, imaging, U2OS cells, beta-arrestin-GFP, high content (AID 493036); NTR1-U2OS beta-arrestin-GFP spot imaging, agonist mode; activation, % at 20 µM; Neurotensin receptor type 1 (Homo sapiens), P30989; hit rate 0.17% among 330,000;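 active = activation at or above 40% of the spot to cytoplasm intensity ratio, with at least 20 cells analyzed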;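 note: 0% = DMSO without peptide and 100% = 100 nM NTR1 peptide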
Target sequence (P30989 whole entry, looked up): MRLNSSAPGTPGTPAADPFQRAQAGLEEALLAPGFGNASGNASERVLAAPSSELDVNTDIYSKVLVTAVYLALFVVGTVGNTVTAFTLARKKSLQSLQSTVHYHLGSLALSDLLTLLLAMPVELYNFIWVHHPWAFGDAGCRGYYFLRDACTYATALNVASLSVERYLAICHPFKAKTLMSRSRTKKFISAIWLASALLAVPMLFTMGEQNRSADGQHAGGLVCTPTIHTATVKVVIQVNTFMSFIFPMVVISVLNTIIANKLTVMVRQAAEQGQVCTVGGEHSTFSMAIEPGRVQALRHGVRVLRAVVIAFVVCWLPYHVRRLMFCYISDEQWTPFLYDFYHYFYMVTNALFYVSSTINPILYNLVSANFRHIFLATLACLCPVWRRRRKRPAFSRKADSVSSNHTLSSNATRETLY
CSM14.1 death rescue – rescue of cells from ER stress-induced death, primary screen, 384-well, CSM14.1, thapsigargin, ATP luminescence (AID 1222); 190,000 tested, under 10 active; cellular ATP content (survival), % at 20 µM; hits with a dose series show EC50 in µM; CSM14.1 thapsigargin-induced death rescue, ATP luminescence; higher % means a stronger effect;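 active = EC50 below 50 µM in the dose-response confirmation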;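 note: death triggered by thapsigargin at about 15 µM added after 2 h compound pretreatment; cell ATP read after overnight thapsigargin exposure of roughly 18 to 22 hours; normalized against plate controls of thapsigargin alone and 5% DMSO vehicle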
KOR beta-arrestin-1 – KOR antagonists, beta-arrestin recruitment, cell-based, luminescence, uHTS (AID 1778); hit rate 0.091% among 290,000; KOR beta-arrestin recruitment, luminescence, antagonist mode; higher % means a stronger effect; one-dose inhibition, % at 10 µM; IC50 in µM for titrated hits; Kappa-type opioid receptor (Homo sapiens); note: strong numbers were not always called active
KOR beta-arrestin-2 – KOR agonists, beta-arrestin recruitment, primary screen, cell-based, luminescence, uHTS (AID 1777). Kappa-type opioid receptor (Homo sapiens). KOR beta-arrestin recruitment, luminescence; higher % means a stronger effect. activation, % at 10 µM; hits with a dose series show EC50 in µM. hit rate 0.02% among 280,000; in the data active = activation above about 50%, passing the limit was not always enough; note: a part of the inactive calls stands beside numbers as strong as those of hits
Yfh1-depleted yeast – enhancers of respiration in Yfh1-depleted yeast, dose response, Friedreich's ataxia, plus single-dose screen (AID 1465); fold induction at 50 µM; hits with a dose series show EC50 in µM; hit rate 0.074% among 220,000; S. cerevisiae Yfh1-off respiration, WST-1 reduction, 72 h; higher fold induction means a stronger effect;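 active = fold induction of absorbance versus untreated yeast above a set limit, then at least 30% activation at any dose in follow-up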;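 note: activators that raise dye reduction in frataxin-depleted yeast; strong numbers were not always called active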
NTR1 agonist cell count 20 µM – also measured in NTR1 agonist; calls as there; cell count; measured here: cell count, cytotoxicity flag
An asterisk follows results filed as active; i = inactive; / = not tested or not shown; [ ] = another dose, or the depositor's remark. Cut-off read from the data, not from the text of the source, unless noted: active = inhibition above about 50%; inactive = the rest. These rows are one share of the data; count on the stated rates, not on these rows.

SMILES	NOD1 inhibition	TNAP activation fold	HEK293 NOD2/NF-kB	GPR55 beta-arrestin	NTR1 agonist	NTR1 agonist cell count 20 µM	CSM14.1 death rescue	KOR beta-arrestin-1	KOR beta-arrestin-2	Yfh1-depleted yeast
Cc1onc(-c2ccccc2Cl)c1C(=O)NNC(=O)c1cccc(F)c1	-20.6%	/	15.4%	0.0%	4.3	56	/	37.1%	-2.7%	/
CCn1c(-c2cc(OC)c(OC)c(OC)c2)n[nH]c1=S	-2.3%	0.9	0.7%	0.0%	-0.9	52	2.5%	21.4%	-5.2%	i
COc1ccc(OC)c(C(c2nnnn2CC2CCCO2)N2CCN(C3CCCC3)CC2)c1 (stereo not drawn)	-11.6%	1.1	4.7%	-0.2%	-2.0	69	-0.8%	-22.2%	2.8%	i
CCCOc1ccc(-c2nc(C#N)c(N3CCC(C(N)=O)CC3)o2)cc1	-15.5%	1.1	11.2%	-0.1%	1.5	52	2.3%	-14.5%	2.4%	i
O=C(CSc1nnc(CNC(=O)c2ccco2)o1)Nc1ccccc1F	-24.3%	/	-4.2%	0.0%	-0.8	70	/	-19.6%	0.5%	/
CCOc1ccc(OCC(=O)Nc2ccc(N3CCCCC3)cc2)cc1	-8.1%	/	-44.1%	-0.1%	0.0	73	/	-5.5%	-1.9%	/
CCc1ccc(C(=O)/C=C/c2ccc([N+](=O)[O-])o2)cc1	40.2%	1.1	-9.9%	-0.1%	1.4	50	-0.2%	-44.0%	5.7%	i
CSc1ccc(/C=N/NC(=O)c2cccc(Cl)c2)cc1	-61.8%	1.1	-66.0%	-0.2%	-0.1	67	-3.1%	-6.7%	-0.9%	i
Cc1noc(C)c1S(=O)(=O)N1CCC(C(=O)N2CCN(C3CCCC3)CC2)CC1	17.6%	1	5.7%	-0.1%	-2.7	53	0.1%	8.4%	1.9%	/
Cc1ccc(CSc2nnc(-c3ccc4c(c3)OCO4)o2)cc1	-22.4%	1.1	-41.8%	-0.1%	1.8	55	-3.0%	-7.9%	2.6%	i
Cc1cc(-c2csc(NC(=O)c3ccc(=O)[nH]c3)n2)c(C)n1Cc1ccccc1	-25.0%	1.1	0.1%	-0.1%	2.2	43	0.5%	-8.3%	-1.2%	i
COc1ccc(Cc2nnc(SCC(=O)Nc3nc(C)cs3)o2)cc1	/	1.1	5.9%	-0.2%	1.8	66	-2.6%	5.9%	6.1%	i
COc1cccc(CNCc2ccc(C(=O)O)cc2)c1OC	-21.0%	1	4.0%	-0.2%	-0.1	37	-1.5%	20.8%	-4.3%	i
OCC1(CCOc2ccccc2)CCN(C2Cc3ccccc3C2)CC1	-28.1%	1	9.8%	0.2%	-1.7	61	0.0%	11.9%	-5.3%	i
COc1ccccc1CNS(=O)(=O)c1ccc2[nH]cc(C(=O)O)c(=O)c2c1	2.8%	1.1	5.9%	-0.2%	-0.4	66	-0.9%	-7.4%	1.5%	i
S=c1nc(-c2ccccc2Cl)[nH][nH]1	-19.9%	0.7	1.8%	0.1%	1.5	57	-0.5%	-5.3%[20 µM]	-11.6%	i
Cc1nn(-c2ccccc2)nc1CNC(=O)CC(C)(C)C	3.6%	/	9.4%	-0.2%	1.5	43	/	12.0%	-4.5%	i
CCCNC(=O)C1CCN(c2ccc(S(=O)(=O)N3CCOCC3)cc2Cl)CC1	11.0%	1.1	9.0%	0.2%	-0.6	52	-2.1%	19.0%	-5.9%	i
CC(Oc1cccc(NC(=O)c2cccs2)c1)C(=O)c1ccccc1 (stereo not drawn)	-17.9%	1	20.6%	-0.1%	3.1	106	2.4%	-50.0%[20 µM]	-2.6%	i
S=C(c1ccc2c(c1)OCO2)N1CCCCCC1	-6.1%	1.1	1.5%	-0.1%	0.4	87	-1.0%	-13.2%	0.4%	i
CSc1nc(Cl)cc(Nc2ccc(O)cc2)n1	-22.4%	1.1	-33.8%	-0.3%	-0.4	45	1.2%	-2.2%	2.6%	i
Cc1ccccc1Cn1c2ccccc2c2cnn(CC(=O)NCCCN3CCOCC3)c(=O)c21	-25.0%	/	25.2%	-0.1%	-0.2	46	/	0.7%	-0.8%	/
N#Cc1c(N)nc2c3c(sc(=N)c2c1N)NC(=O)CC3c1ccccc1Cl (stereo not drawn)	-4.6%	1.1	10.2%	-0.1%	18.4	86	2.0%	-14.6%	0.4%	i
CCOC(=O)N1CCN(C(=O)COc2ccc(S(=O)(=O)NC3CCCCC3)cc2C)CC1	-11.0%	1.1	7.9%	-0.2%	-0.1	74	-2.2%	7.7%	3.2%	i
CCOc1ccccc1NC(=O)CSc1nnc(NC(=O)c2ccco2)s1	-37.2%	/	-3.5%	0.3%	2.2	50	/	-6.2%	-3.2%	/
CCCC12CN(C(=O)c3ccco3)CC(CCC)(CN(C(=O)c3ccco3)C1)C2=O	-31.9%	/	-9.0%	0.2%	2.3	61	/	-43.3%	-0.6%	/
COC(=O)c1ccccc1OCCCOc1ccc(C)cc1OC	/	1	/	-0.3%	2.6	51	0.7%	12.2%	-2.2%	i
Cc1cccc(NC(=S)Nc2ccc(Br)cc2)c1	-14.3%	1	-48.8%	0.2%	1.0	43	-0.9%	-14.1%	2.1%	i
COc1ccc(F)cc1S(=O)(=O)NCC(=O)NCc1cc(=O)n(C)c(=O)n1C	-12.8%	/	14.8%	-0.1%	0.1	65	/	-13.4%	-5.5%	/
COc1ccc(N/C=C/c2nc(SC)nnc2C)cc1	-18.6%	0.8	6.7%	-0.1%	-1.7	61	0.8%	10.8%	-5.4%	i
CCC(=O)Nc1ccc(F)c(Cl)c1	5.4%	1.1	-12.2%	0.3%	-1.3	32	/	-56.2%	-3.7%	i
CCN(CC)C(=O)Oc1ccc(Cl)c2cccnc12	-17.5%	1.1	10.8%	-0.1%	0.8	76	-0.8%	16.1%[20 µM]	-6.4%	i
Cc1ccc(C(=O)N/C(=C/c2ccc(F)cc2)C(=O)NCc2ccncc2)cc1	-17.0%	1.1	-0.8%	0.2%	-0.1	88	0.1%	-27.5%	-2.8%	i
CN(C)c1ccc(-c2nnn(CC(=O)NCc3ccc4c(c3)OCO4)n2)cc1	-37.8%	1.2	-62.6%	0.9%	2.1	41	-1.1%	-15.4%	4.3%	i
COc1ccc(N2CCN(Cc3ccc(Br)s3)CC2)cc1	10.3%	1.1	-7.0%	-0.1%	2.5	46	-3.2%	-9.9%	3.1%	i
COc1ccc(-c2ccc(-c3noc(-c4ccccc4)n3)c(OC)n2)cc1	-26.4%	1.1	0.1%	0.6%	-0.1	51	-1.8%	23.9%	-3.0%	i
CCN1CCN(C(=O)CS(=O)(=O)Cc2nc(-c3ccc(C)cc3)oc2C)CC1	6.2%	1.1	28.0%	0.2%	0.8	53	/	-4.1%	-3.8%	i
COc1ccc(C(=O)c2nccc3ccccc23)cc1	-37.6%	1.1	4.9%	0.5%	1.4	62	1.7%	17.5%	-1.8%	i
O=[N+]([O-])c1cccnc1NCc1cccs1	-18.5%	1	5.2%	-0.4%	-0.4	90	0.6%	-5.9%	-2.6%	i
COc1ccccc1N1CCN(C(=O)c2oc3cc(C)cc(C)c3c2C)CC1	-16.2%	1.1	12.8%	0.0%	1.1	79	-1.0%	13.2%	-3.4%	i
COc1ccc(C(=O)N2CCCC(c3ccccc3)=N2)cc1	-20.2%	0.9	2.3%	0.0%	-0.3	46	/	15.1%	-0.9%	i
CN=C1NN=C(c2cc(C)n(-c3c(C)n(C)n(-c4ccccc4)c3=O)c2C)CS1	45.5%	1	11.6%	-0.4%	-0.6	83	-2.7%	-10.0%	-3.6%	i
Cc1cc(C)c(CN2CCC(n3nccc3NC(=O)C3CCCC3)CC2)cc1C	-9.4%	/	5.4%	0.3%	-0.1	59	/	-16.1%	0.6%	/
O=C(NNS(=O)(=O)c1ccccc1)c1cccs1	-32.9%	1.2	12.7%	0.0%	0.2	58	-1.4%	-12.7%	13.5%	i
CCCCOC(=S)NC(=O)c1sc2ccccc2c1Cl	-2.0%	0.6	2.3%	0.0%	-0.2	74	1.1%	-39.6%	5.0%	i
CCCCNC(=O)CCn1c(=O)c2ccccc2n(CC(=O)N2CC(C)CC(C)C2)c1=O (stereo not drawn)	21.3%	1.1	8.8%	-0.2%	-1.1	42	-3.3%	-38.6%	1.3%	i
Cc1cc(OCC(=O)N2CCOCC2)cc2oc(=O)c3ccccc3c12	-24.5%	1	-4.1%	1.4%	0.9	58	-1.8%	0.0%	2.9%	i
COc1ccccc1-n1c(SCC(=O)Nc2ccc3c(c2)OCO3)nc2c(c1=O)SCC2	8.3%	1	22.1%	0.4%	0.4	79	-2.7%	-1.4%	-2.7%	/
CCN(CC)C(=O)C1CCN(S(=O)(=O)c2cccc3nonc23)CC1	3.2%	1.1	-6.4%	-0.1%	-0.2	59	-4.6%	9.3%	1.3%	i
CCC(=O)N1CCC2(CC1)Oc1ccc(Cl)cc1C(=O)C21CC(c2ccc(Cl)cc2)=NO1 (stereo not drawn)	4.0%	/	-13.8%	0.4%	-3.9	73	/	1.1%	3.0%	i
O=C(COC(=O)C12CC3CC(CC(O)(C3)C1)C2)N1CCN(S(=O)(=O)c2ccc(Cl)cc2)CC1	-22.9%	1	11.9%	-0.1%	0.3	74	-0.8%	20.1%	1.9%	i
CN(Cc1ncc[nH]1)C(=O)c1cc(COc2c(F)cccc2F)on1	-16.2%	1	4.3%	-0.1%	-1.0	82	-1.1%	2.6%	3.5%	i
CCOCC(O)CNc1ccccc1 (stereo not drawn)	-16.6%	1.2	5.2%	-0.2%	-1.0	44	-1.1%	-25.0%	7.1%	i
CCCCNC(=O)Cn1c2c(c(-c3ccccc3Cl)cc1=O)CCC2	-2.5%	1.2	-8.6%	-0.2%	4.3	51	-1.5%	-26.8%	-1.8%	i
CS(=O)(=O)N(CC(=O)Nc1cccc(Cl)c1Cl)c1ccccc1	-11.1%	1.1	-9.8%	0.0%	-0.3	88	-2.8%	-54.2%	2.0%	i
CCOC(=O)C1(C)NC(c2ccc(O)cc2)C2C(=O)N(c3ccccc3)C(=O)C21 (stereo not drawn)	-21.7%	/	9.3%	-0.1%	2.9	58	/	2.2%	-4.4%	/
COc1ccc(-c2nc(C#N)c(NCC3CCCO3)o2)cc1OC (stereo not drawn)	-56.7%	1	-13.2%	0.2%	-0.8	53	-1.1%	5.5%	4.4%	i
